High-throughput results as filed in PubChem.
Keap1 Nrf2 FP – Keap1-Nrf2 protein-protein interaction inhibitors, primary screen, biochemical, fluorescence polarization, single point; Kelch-like ECH-associated protein 1 (Homo sapiens), Q14145; Keap1 Kelch-Nrf2 peptide fluorescence polarization, 1536-well; inhibition, % at 9.4 µM; hit rate 0.15% among 340,000; in the data active means inhibition above about 12%; inconclusive means no clear call, values can overlap the other calls; inactive means below about 7.3%;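 further: human Keap1 Kelch domain with fluorescein labeled Nrf2 9mer peptide probe; 0% = neutral control wells and 100% = peptide positive control; higher means more block of Keap1 binding to Nrf2 peptide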
Target sequence (Q14145 whole entry, looked up, the tested form may be a part): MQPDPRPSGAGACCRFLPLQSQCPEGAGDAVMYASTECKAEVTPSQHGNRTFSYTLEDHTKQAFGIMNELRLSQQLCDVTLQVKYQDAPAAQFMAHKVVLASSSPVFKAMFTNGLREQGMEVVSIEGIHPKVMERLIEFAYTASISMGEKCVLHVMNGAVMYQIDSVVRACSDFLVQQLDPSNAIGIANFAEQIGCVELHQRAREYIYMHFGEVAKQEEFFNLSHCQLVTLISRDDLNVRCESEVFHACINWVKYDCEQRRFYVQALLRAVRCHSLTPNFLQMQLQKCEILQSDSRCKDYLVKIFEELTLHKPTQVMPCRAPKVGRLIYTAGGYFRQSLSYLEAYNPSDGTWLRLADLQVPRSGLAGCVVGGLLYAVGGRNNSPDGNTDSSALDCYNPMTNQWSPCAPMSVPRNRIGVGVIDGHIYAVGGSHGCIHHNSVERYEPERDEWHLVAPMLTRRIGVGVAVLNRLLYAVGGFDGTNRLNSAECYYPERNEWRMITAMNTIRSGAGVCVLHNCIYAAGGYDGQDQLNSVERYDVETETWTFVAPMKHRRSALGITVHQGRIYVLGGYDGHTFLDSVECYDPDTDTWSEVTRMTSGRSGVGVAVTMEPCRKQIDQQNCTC
PvdQ inh – P. aeruginosa PvdQ acylase inhibitors, primary screen, biochemical, fluorescence, plate reader and imaging, single point; PvdQ acylase [Pseudomonas aeruginosa LESB58]; purified PvdQ acylase; inhibition, % at 10 µM; hit rate 0.063% among 340,000; AID 488965, 2010; in the data active means inhibition above about 30%, passing the limit was not always enough; inconclusive means no clear call, values can overlap the other calls;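 further: 0% = vehicle neutral wells and 100% = reference inhibitor wells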
dFosB act – activators of delta FosB homodimer, primary screen, biochemical, fluorescence polarization, TAMRA-CDK5 oligo, single point | Protein FosB (Mus musculus), P13346 | purified delta FosB; percent of positive-control signal above neutral wells | activation, % at 25 µM | hit rate 0.99% among 340,000 | AID 493131, 2011;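 active means mean activation above about 17%, with every replicate also reaching it, limit read from the data, passing the limit was not always enough; inconclusive means only one of the two conditions met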;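 further: fluorescence polarization rise as delta FosB binds a TAMRA Cdk5 AP-1 oligo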
Target sequence (P13346 whole entry, looked up): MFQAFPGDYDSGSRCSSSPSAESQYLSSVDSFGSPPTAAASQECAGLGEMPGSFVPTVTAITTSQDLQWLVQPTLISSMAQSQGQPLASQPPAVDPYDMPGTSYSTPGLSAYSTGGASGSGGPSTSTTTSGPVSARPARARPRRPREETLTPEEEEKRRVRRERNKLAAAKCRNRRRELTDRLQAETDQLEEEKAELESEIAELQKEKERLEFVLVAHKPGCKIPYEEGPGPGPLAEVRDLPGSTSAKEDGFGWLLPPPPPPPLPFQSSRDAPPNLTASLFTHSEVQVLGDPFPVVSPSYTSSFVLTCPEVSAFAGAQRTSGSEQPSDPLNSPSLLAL
Cardiac RTF inh – cardiac RTF calcium sensitivity inhibitors, primary screen, biochemical, IANBD-TnC fluorescence, EC70 calcium; hit rate 0.12% among 340,000; Troponin I, cardiac muscle (Homo sapiens) + Troponin T, cardiac muscle (Homo sapiens) + …; inhibition, % at 7.15 µM; IANBD-labeled cardiac RTF, Ca2+ fluorescence;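 active means inhibition above the mean inhibition of all tested compounds plus 3 SD, cut at about 17% in these data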;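 further: assay run at fixed EC70 calcium of 1.6 mM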
NSD2 inh – NSD2 histone methyltransferase inhibitors, primary screen, biochemical, AlphaScreen, single concentration, set 2. NSD2 peptide methylation, 120 min. Histone-lysine N-methyltransferase NSD2 (Homo sapiens), O96028. inhibition, % at 12.5 µM. hit rate 0.54% among 310,000; in the data active means inhibition above about 50%
PfHsp90 yeast 2 – growth inhibition of PfHsp90-expressing yeast, primary screen, antimalarial PfHsp90 inhibitor project, S. cerevisiae, BacTiter-Glo luminescence, single point, set 2 | BacTiter-Glo ATP, 48 h; yeast lacking PDR1 and PDR3 efflux regulators | hit rate 0.32% among 310,000 | inhibition, % at 9.4 µM | AID 504621, 2011;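 active means every replicate shows inhibition above about 80%, whatever the replicate mean, limit read from the data; inconclusive means mean inhibition reaches the set limit but some replicate falls short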;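 further: 0% = DMSO neutral controls and 100% = 20 µM radicicol positive controls; yeast relying on Plasmodium falciparum Hsp90 in place of its own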
C-LANA FP – inhibitors of KSHV C-LANA binding to DNA, primary screen, biochemical, fluorescence polarization, FAM-LBS DNA, MBP-C-LANA, single point | hit rate 0.078% among 340,000 | AID 504423, 2011 | inhibition, % at 9 µM;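 active means highest replicate inhibition at or above 60% at 9 µM, even if other replicates fall short; inactive means all replicates below 60% inhibition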;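 further: 0% = neutral control wells and 100% = 4 µM acridine orange control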
cardiac RTF act – cardiac RTF calcium sensitivity activators, primary screen, biochemical, IANBD-TnC fluorescence, EC20 calcium; IANBD-labeled TnC RTF fluorescence at EC20 calcium; 0% EC20 calcium, 100% full calcium; hit rate 0.24% among 340,000; activation, % at 7.2 µM; Troponin I, cardiac muscle (Homo sapiens) + Troponin T, cardiac muscle (Homo sapiens) + …;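 active means activation above the mean over all tested compounds plus 3 SD, cut at about 30% in these data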;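 further: rise in fluorescence read as greater calcium sensitivity of cardiac thin filaments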
Rtt109 HAT inh – inhibitors of C. albicans Rtt109/Vps75 HAT, primary screen, biochemical, ThioGlo CoA-SH fluorescence, plate reader; Histone acetyltransferase RTT109 (Candida albicans (strain SC5314 / ATCC MYA-2876)), …; inhibition, % at 34.9 µM; hit rate 0.16% among 330,000; purified Rtt109/Vps75, 4 h;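 active means inhibition of at least 50% in every replicate; inconclusive means best replicate reaches 50% inhibition but some replicates fall short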
CDK5 p35 inh – inhibitors of human CDK5/p35 kinase, primary screen, biochemical, single concentration. Cyclin-dependent kinase 5 (Homo sapiens) + Cyclin-dependent kinase 5 activator 1 (Homo …. Recombinant CDK5/p35, ADP-Glo luminescence, 60 min. inhibition, % at 10 µM. hit rate 0.01% among 330,000. AID 488839, 2010;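 active means highest replicate inhibition of at least 50% and at least 75% of replicates reaching 50%; inconclusive means only one of the two criteria met; inactive means both criteria failed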;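 further: plate controls were DMSO neutral control for no effect and GW8510 at 10 µM for full effect; many of its hits are not listed in these tables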
SUMO Mot1 rescue – yeast Mot1-301 growth rescue at high temperature, primary screen, SUMOylation pathway inhibitor project, S. cerevisiae, ATP luminescence, 38.5C; S. cerevisiae Mot1-301 growth rescue; percent above DMSO median, 100 means doubled; growth rescue, % at 18.8 µM; hit rate 1% among 320,000;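 active means every valid replicate shows activation above 250% relative to neutral control wells; inactive means the rest, any valid replicate at or below 250%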;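 further: OY570 slx delta 5 strain wells were the positive control but not used for scaling; some compounds called inactive have numbers as strong as hits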
* marks the source's active call; other numbers are inactive results; ? = inconclusive; . = no result given. Rows were taken by chance; 3.2% or so of the library scored in one or more.

Structure	Keap1 Nrf2 FP	PvdQ inh	dFosB act	Cardiac RTF inh	NSD2 inh	PfHsp90 yeast 2	C-LANA FP	cardiac RTF act	Rtt109 HAT inh	CDK5 p35 inh	SUMO Mot1 rescue
O=C(Nc1ccc(Cl)cc1)C1CCCN(c2ncnc3c2nc2n3CCCCC2)C1 (configuration not stated)	4	5	-3	-1	-3	-13	-1.2	-4	0	-1.7	0
CCCN1CCN(C(=O)CCCn2c(C)c3cnn(-c4ccccc4)c(=O)c3c2C)CC1	2	0	-8	-7	.	31	-0.2	3	-9	-0.5	22
CC(C)n1nc(C(=O)NCc2ccc3c(c2)OCO3)c2ccccc2c1=O	-6	-4	-12	-12	0	-41	-0.7	5	-18	-0.1	-10
CCCN(CCC)S(=O)(=O)c1ccc(NC(=O)C2CCCO2)cc1 (configuration not stated)	-6	-6	-11	0	0	11	-0.3	-1	0	-2.8	1
O=C(CS(=O)(=O)c1ccccc1)N(CCCN1CCOCC1)c1nc2c(F)cccc2s1	1	0	-8	11	-1	28	-0.9	-2	1	-1.6	349*
CCC1(CC)NC(=O)N(Cc2nc3ccccc3s2)C1=O	4	2	-3	-7	-1	-4	0.2	3	0	-0.3	214
O=C(Cc1cccs1)Nc1ccc(F)c(F)c1	-3	-6	-2	-1	-2	-8	0.8	1	-5	-0.1	2
CCn1nc(NC(=O)CC(C)C)c2cc3ccc(C)cc3nc21	-5	-15	-10	-11	-18	31	-5.5	-2	0	2.4	-1
CC(=O)NCCc1cc2ccc(C)cc2[nH]c1=O	3	4	1	3	-3	3	-1.5	-4	-1	-1.5	-4
O=C(CN1C(=O)NC2(CCCC2)C1=O)OCCOc1cccc(Br)c1	-5	-12	-9	5	-2	-16	-0.3	2	-34	0.6	-9
O=C(NCCn1cccn1)C1CCC(=O)N(CCc2ccc(Cl)cc2)C1 (configuration not stated)	-1	-3	-4	-4	-3	-23	0.2	1	-3	-8.5	.
CCCCc1cc(=O)oc2cc(OCc3cc(OC)c(OC)c(OC)c3)c(Cl)cc12	2	3	2	0	-2	-28	0.7	-1	5	-0.5	-5
COc1ccc(F)cc1S(=O)(=O)Nc1ccc2c(c1)OCCO2	-4	-2	-3	0	.	.	0.3	7	2	-3.8	21
COC(=O)c1[nH]c2ccc(Cl)cc2c1NC(=O)CCN1CCN(C2CCCCC2)CC1	0	-8	-6	0	3	.	1.0	12	9	-0.2	-19
Cc1cc(C)nc(SCc2cc(=O)c(OC(=O)c3cccc([N+](=O)[O-])c3)co2)n1	-1	1	0	6	0	-7	0.2	5	.	-0.1	-4
CN(C)S(=O)(=O)c1ccc(C(=O)Nc2ccc(CCC(=O)N3CCCC3)cc2)cc1	0	-5	-14	-26	-1	12	-0.6	6	-5	1.2	.
N#C/C(=N\Nc1ccc(S(=O)(=O)N2CCCCCC2)cc1)C(N)=S	4	7	-6	-3	-1	22	-0.8	-1	2	1.0	22
CCn1c(=O)cc(SCC(=O)N2CCN(Cc3ccc4c(c3)OCO4)CC2)c2ccccc21	-1	-14	-5	-9	1	-18	0.6	-2	19	-0.2	38
CCCCCCC(C)n1[nH]c(=O)c2c(C)cc(C)nc21 (configuration not stated)	0	-10	-4	-3	1	-22	1.5	3	0	-0.5	225
CCCCOc1ccc(C(=O)O)cc1	-3	-18	4	0	.	-10	-2.0	3	5	0.2	241
COc1ccccc1N1CCN(C2CCCN(C(=O)c3cc(C4CC4)on3)C2)CC1 (configuration not stated)	-7	-17	-10	-1	2	12	-0.5	-1	2	1.8	-5
CCCc1ccc2oc(C(=O)NCCc3nc(C(=O)OCC)cs3)c(C)c2c1	4	-6	-22	-3	-4	4	-0.3	-3	11	0.5	.
COc1ccccc1N(CC(=O)NC1CCCCC1)C(=O)c1csnn1	4	-7	-1	4	-2	-4	0.7	-5	-6	-2.2	-14
CCOC(=O)c1c(NC(=S)NNS(=O)(=O)c2ccc(Br)cc2)sc2c1CCCCC2	-1	-1	-12	-4	10	.	2.4	-4	2	-3.5	225
O=C(NCc1ccco1)C(=O)NCC1OCCN1S(=O)(=O)c1ccccc1 (configuration not stated)	-3	2	-7	4	.	17	1.1	3	-7	0.3	-10
Cc1ccc(-n2c(=O)[nH]cc(C(=O)N3CCc4ccccc43)c2=O)cc1C	2	-4	1	-9	.	17	-0.6	-6	1	-0.8	13
Nc1ccc2c(c1)Cc1cc(N)c(Br)cc1-2	1	-8	-7	-10	6	10	-7.3	-3	-4	0.4	.
COc1ccc(-n2c(=O)/c(=C\c3cccs3)s/c2=C(/C#N)C(=O)N2CCN(C)CC2)cc1	-2	24	5	-5	49	1	2.4	4	7	0.0	2
COc1ccc(C(=O)Nc2ccc(N3CCN(C)CC3)cc2)cc1OC	2	-1	-2	0	5	2	-1.8	-1	6	1.1	3
Cc1ccc(NC(=O)c2ncn(CCCN[C@H](C)c3cccc4ccccc34)n2)cc1C	-3	-7	12	-3	.	-6	0.8	-5	-4	-1.8	.
C/C(N)=C(/C#N)C(=O)COC(=O)CC12CC3CC(CC(C3)C1)C2	-3	-6	-2	1	6	-1	-1.7	-3	1	0.1	-9
COc1ccccc1N=c1oc2cc(O)ccc2cc1C(=O)NCC1CCCO1 (configuration not stated)	0	-17	-11	-7	22	.	0.8	1	7	0.2	-31
CSc1ccccc1NC(=O)C1CC(c2c(F)cccc2Cl)=NO1 (configuration not stated)	3	-15	0	-1	-1	22	1.4	2	0	1.1	182
CC1(c2nnc(-c3cccc(Cl)c3)o2)CC(c2ccccc2F)=NO1 (configuration not stated)	-2	8	0	-3	.	13	-0.5	-4	-4	0.4	7
O=C(NNc1c2ccccc2nc2ccccc12)C(O)c1ccccc1 (configuration not stated)	-4	-18	-13	-10	10	1	-2.1	13	6	-0.3	4
CC1CCN(C(=O)NC(=O)c2ccccc2)CC1	3	-5	-2	-2	-5	-13	1.7	-6	8	0.7	33
O=C(CSc1nc(=O)n2ccccc2n1)NCCc1ccccc1	1	3	9	-4	0	.	0.6	-1	20	0.9	333
CC(OC(=O)c1cc(Br)ccc1O)C(=O)NC1(C#N)CCCCC1 (configuration not stated)	-5	-18	0	-10	-1	.	-0.1	2	4	-3.8	.
CCOC(=O)c1c(C)[nH]c(C(=O)OC(C)C(=O)NCc2ccccc2)c1C (configuration not stated)	-7	1	?	0	0	-6	1.2	-5	-2	2.9	12
N/C(Cc1ccc(Cl)cc1)=N\OC(=O)c1cccc2ccccc12	-5	-7	-17	-6	-1	128*	-1.5	-1	-1	0.4	-4
C(=N\NC(=Nc1ccccc1)c1ccccn1)/c1ccccn1	1	-5	-8	-9	-6	-7	-0.1	-1	4	.	-13
Cc1cc(=O)n2nc(N3CCCC(C(=O)NCc4ccc5c(c4)OCO5)C3)sc2n1 (configuration not stated)	2	10	0	-5	-4	-10	-0.3	-2	2	1.4	-11
CCOC(=O)C1CCN(S(=O)(=O)c2cc(C(=O)OC)n(C)c2)CC1	-8	-15	-4	-7	.	9	0.5	5	-18	-0.7	-11
COC(=O)c1ccc(Cl)c(NS(=O)(=O)c2ccc3c(c2)OCCO3)c1	-5	-7	-1	1	6	6	-0.7	1	2	3.2	81
NC(=O)c1c(NC(=O)c2cnccn2)sc2c1CCCC2	2	6	-2	-5	-6	3	-1.2	1	-1	2.0	0
CN(C)c1ccc(C(=O)c2ccc(N(C)C)c(N)c2)cc1N	-2	2	-7	0	14	6	-0.1	6	4	2.0	-10
NS(=O)(=O)c1ccc(CCNC(=O)CN2CCN(Cc3cccc4ccccc34)CC2)cc1	1	-19	-7	-2	7	12	1.0	-5	12	-0.3	-14
